Platelet DG rel = inhibitors of platelet dense granule secretion, primary screen, cell-based, MLPCN, human platelets | human platelet-rich plasma, SFLLRN dense granule ATP release, luminescence | inhibition, %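 (compounds screened at 7.5 µM in platelet-rich plasma)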 | 0.22% of 300,000 active;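 active = mean replicate score, as percent of positive control, at or above 50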
IEC-6 cytotox = cytotoxicity in IEC-6 intestinal epithelial cells, primary screen, cytotoxicity control for KLF5 inhibitor project, cell-based, luminescence | IEC-6 cytotoxicity, luminescence viability | inhibition, % at 5 µM | 0.78% of 290,000 active | AID 1825, 2009; in the data active = inhibition above about 22%;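 also: 0% = plate median of test compound wells and 100% = cytotoxic reference compound wells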
KLF5 inh = KLF5 expression inhibitors, primary screen, DLD-1 cells, luminescence | DLD-1 KLF5 promoter-luciferase reporter | inhibition, % at 5 µM | 0.23% of 290,000 active;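 active = inhibition above a per-plate limit of that plate's mean compound inhibition plus 3 SD, cut at about 60% in these data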;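 also: 0% = DMSO wells and 100% = LY294002 at 200 µM; higher means less KLF5 promoter-driven luciferase light; inactives centre near -14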
HSP90 inh = HSP90 inhibitors, primary screen, cell lysate, luminescence; Rabbit reticulocyte lysate, luciferase refolding luminescence, 3 h; inhibition, % at 5.6 µM; 0.91% of 290,000 active; AID 1789, 2009;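 active = inhibition above the screen-wide mean plus 3 SD, computed separately per campaign, cut at about 16% in these data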;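 also: 0% = DMSO wells and 100% = 60 µM geldanamycin wells; inhibitors lower the luminescence because luciferase stays unfolded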
AI-2 QS modul = Vibrio harveyi AI-2 quorum sensing modulators, primary screen, JMH597 strain, luminescence/OD600 ratio. activity change, % at 7.5 µM. AID 2094, 2009. Vibrio harveyi JMH597 AI-2 luminescence/OD600 ratio, 9 h; stronger effect = lower value; strain lacks LuxN and CqsS sensors; 0 = neutral-control median. 0.4% of 300,000 active; in the data active = activity change below about -75%, passing the limit was not always enough;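 also: luminescence divided by OD600 gain over 9 h not by final OD600 alone; inactives centre near 13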
SKKanGAS inh = S. pyogenes SKKanGAS growth inhibitors in kanamycin, primary screen, streptokinase expression inhibitor project, SKKanGAS strain, BacTiter-Glo luminescence | 6 h | 1.3% of 300,000 active | inhibition, % at 7.5 µM | AID 1662, 2009;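 active = mean replicate score, as percent of positive control median, at least 50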;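 also: strain carries kanamycin resistance gene driven by streptokinase promoter and grows in 40 µg/ml kanamycin; loss of luminescence reflects streptokinase promoter inhibition or plain growth inhibition; 0% = median of DMSO wells and 100% = positive control at its reference dose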
HSF1 inh = HSF1 inhibitors in luciferase reporter cells, primary screen, cell-based, NIH3T3, luminescence; NIH3T3-HGL HSE-luciferase, MG132-induced, luminescence 8 h; stronger effect = lower value; activity change, negative = inhibition, % at 7.5 µM (by protocol); 0.77% of 300,000 active;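 active = more than half of replicate wells show activity change below -50%, luminescence cut by over half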;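 also: luciferase reports HSF-1 transcriptional activity via heat shock element; 0% = median of DMSO wells and -100% = zero luminescence signal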
HIF act = HIF pathway transcriptional activators, primary screen, cell-based, U2OS HRE-luciferase, luminescence. AID 1910, 2009. U2OS HRE-luciferase reporter; normalized: DMSO 0%, desferrioxamine 100%. activation, % at 7.5 µM (by protocol). 0.32% of 300,000 active;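 active = mean activation of at least 10% of the iron chelator positive control signal, with at least half of replicates also reaching 10%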
aSyn UTR inh = MLPCN primary screen, SNCA 5' untranslated region; alpha-synuclein 5'UTR reporter, inhibitor activity; inhibition, % (tested at 7.5 µM); 0.82% of 300,000 active; in the data active = inhibition above about 60%;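 also: H4 neuroglioblastoma cells stably carrying SNCA 5'UTR luciferase fusion; 0% = DMSO wells and 100% = positive control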
HSF1 activator = HSF-1 activators, primary screen, NIH3T3-HGL cells, MG132 stress, luminescence, single point; activation, % at 9 µM; NIH3T3-HGL HSF-1 luciferase reporter, 8 h; 100% = twice DMSO control signal; 1.7% of 300,000 active;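 active = mean replicate activation of at least 50% with a set share of replicates each reaching 50%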;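 also: 0% = median of the neutral control wells and 100% = twice that signal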
* = called active by the depositor; · = no result given; & = joins results of further samples.

structure | Platelet DG rel | IEC-6 cytotox | KLF5 inh | HSP90 inh | AI-2 QS modul | SKKanGAS inh | HSF1 inh | HIF act | aSyn UTR inh | HSF1 activator
COc1ccc(CNc2nc(-c3ccccc3)nc3ccccc23)cc1OC | -6 | -1 | -25 | 6 | -6 | 10 | 4 | 0.1 | -6 | -21
CN(C)CCN1C(=O)C(O)=C(C(=O)c2cc3ccccc3o2)C1c1ccccn1 (centres undefined) | -3 | -7 | -37 | -1 | 14 | 5 | -1 | 0.4 | -3 | -1
Cc1ccc(CC(=O)Nc2ccc(C(=O)N3CCOCC3)cc2)cc1 | 14 | 1 | -11 | -1 | 11 | -13 | 0 | -0.2 | -13 | 13
O=c1[nH]c(CSc2ncnc3sc(-c4ccccc4)cc23)nc2ccccc12 | -3 | 6 | -12 | -1 | 5 | -6 | 7 | -0.1 | -1 | 15
O=C(NCc1ccccc1)c1cc(S(=O)(=O)N2CCOCC2)ccc1F | -13 | 0 | -1 | -4 | 5 | -12 | 2 | -0.1 | -2 | 11
COc1ccccc1Nc1nc(N)nc(CN2CCc3ccccc3C2)n1 | 6 | -10 | -21 | 0 | 1 | 39 | -15 | -0.3 | -2 | -4
CC(CC(=O)NC1CCCC1)c1ccccc1 (centres undefined) | 13 | -6 | -26 | 3 | -18 | -16 | 1 | 0.8 | -4 | -3
CC[C@H](C)/C=C/C1=CC2=C(Cl)C(=O)[C@@]3(C)OC(=O)C(C(=O)[C@H](C)[C@@H](C)O)=C3C2=CO1 | -4 | · | · | · | 31 | 4 | 4 | -0.2 | -14 | 24
COc1cccc(/C=C2\SC(=S)N(c3cccnc3)C2=O)c1OC | 11 | 12 | -23 | -1 | 3 | -7 | 11 | -0.2 | 31 | 21
Cc1cccc2[nH]c(SCC(=O)N3CCOCC3)nc12 | -6 | -10 | -17 | 1 | 7 | -2 | 2 | 1.3 | -46 | 7
CCN1C(=NCc2ccco2)N[C@@H](c2cccc(F)c2)C(C(=O)OC)=C1C | 0 | 1 | -12 | -1 | 6 | -4 | 8 | 0.2 | 16 | 29
O=C(c1ccc(Br)cc1)c1cc(-c2ccccn2)c(N2CCOCC2)s1 | -2 | 2 | -17 | -2 | 11 | -12 | 5 | -0.1 | 4 | -4
CCOc1ccc(/C(O)=C2/C(=O)C(=O)N(CCCN3CCOCC3)C2c2ccc(F)cc2)cc1C (centres undefined) | 6 | -8 | -31 | -3 | 3 | 6 | 4 | -0.2 | -16 | -5
COc1ccc(NC(=O)CSc2nc(C)cs2)cc1 | 0 | 9 | -24 | -1 | 18 | -12 | -86* | 1.3 | -35 | -89
COc1ccc(C2C3=C(CC(C)(C)CC3=O)Nc3nc(C)nn32)cc1OC (centres undefined) | 7 | -2 | -29 | 0 | 25 | -2 | -6 | -0.1 | 5 | 3
Cc1sc2nnn(CC(=O)N3CCN(C(=O)c4ccco4)CC3)c(=O)c2c1C | -13 | -6 | -12 | -4 | 13 | 2 | -2 | 0.1 | -23 | 5
O=C1C=C(N2CCOCC2)CO1 | 0 | · | · | · | 2 | -1 | -6 | 0.1 | 14 | -16
CCc1nnc(NC(=O)c2ncc(Cl)c(Cl)c2Cl)s1 | 5 | -11 | -29 | -1 | 18 | 7 | -2 | 0.5 | -62 | 6
O=C(O)Cc1sc(Nc2cccc3ccccc23)nc1-c1ccc(Cl)cc1 | -3 | 2 | -50 | 1 | 31 | 4 | 11 | -0.2 | -18 | 8
O=C(Nc1cccnc1)c1ccc(Cl)c(S(=O)(=O)N2CCCCCC2)c1 | 5 | 1 | -33 | 0 | 36 | 6 | -4 | 0.5 | -50 | 13
O=C(CCC(=O)OCc1ccc([N+](=O)[O-])cc1)Nc1ccc(F)cc1 | 5 | 0 | -13 | -4 | 2 | -10 | -1 | 0.1 | 9 | 8
COc1ccccc1N1CCN(C(=O)COc2cc(C)cc3oc(=O)cc(C)c23)CC1 | 5 | -4 | -19 | -4 | 22 | 0 | 6 | 0.2 | 1 | 2
COC(=O)CSc1nc2ncccc2[nH]1 | 8 | -7 | -9 | 0 | 20 | -6 | 0 | -1.2 | -11 | 23
Clc1ccccc1-c1nnc2n1CCCCC2 | 3 | 0 | -99 | 2 | 13 | 7 | -5 | 0.7 | 16 | -21
NC(=O)c1ccc[n+](CC(=O)c2ccccc2)c1 | 4 | 22* | 26 | 2 | 25 | 3 | -28 | -0.5 | -13 | -46
N#Cc1ccc(NC(=O)COC(=O)CCNS(=O)(=O)c2ccccc2)cc1 | 8 | -4 | -11 | 3 | 3 | -4 | -10 | -0.9 | -26 | -24
Nc1ccc(C(=O)O)cc1 | 1&-2&1 | · | · | · | 15&32&12 | -3&-1&3 | -2&1&-3 | 0.0&0.0&-0.3 | 7&6&3 | 5&34&-6
COc1ccc(C(=O)COC(=O)CCNS(=O)(=O)c2ccccc2)cc1Br | 29 | 3 | -11 | -3 | 15 | 2 | -1 | 0.0 | 15 | -9
Cc1sc(NC(=O)C2C3CCC(O3)C2C(=O)O)nc1-c1ccc(CC(C)C)cc1 (centres undefined) | 3 | 2 | -58 | 8 | 2 | 15 | 8 | 3.5 | -139 | 1
COc1ccc(-c2c(C)nn(-c3ccccc3)c2NC(C)=O)cc1OC | -14 | -4 | 2 | 2 | 6 | 9 | 3 | -21 | -12 | 1

Two entries picked at random from the list so far, as already listed:
structure | Platelet DG rel | IEC-6 cytotox | KLF5 inh | HSP90 inh | AI-2 QS modul | SKKanGAS inh | HSF1 inh | HIF act | aSyn UTR inh | HSF1 activator
COc1ccc(-c2c(C)nn(-c3ccccc3)c2NC(C)=O)cc1OC | -14 | -4 | 2 | 2 | 6 | 9 | 3 | -21 | -12 | 1
Cc1sc(NC(=O)C2C3CCC(O3)C2C(=O)O)nc1-c1ccc(CC(C)C)cc1 (centres undefined) | 3 | 2 | -58 | 8 | 2 | 15 | 8 | 3.5 | -139 | 1

Compounds listed so far that contain an aryl thioether with sulfur outside any ring:
structure | Platelet DG rel | IEC-6 cytotox | KLF5 inh | HSP90 inh | AI-2 QS modul | SKKanGAS inh | HSF1 inh | HIF act | aSyn UTR inh | HSF1 activator
O=c1[nH]c(CSc2ncnc3sc(-c4ccccc4)cc23)nc2ccccc12 | -3 | 6 | -12 | -1 | 5 | -6 | 7 | -0.1 | -1 | 15
Cc1cccc2[nH]c(SCC(=O)N3CCOCC3)nc12 | -6 | -10 | -17 | 1 | 7 | -2 | 2 | 1.3 | -46 | 7
COc1ccc(NC(=O)CSc2nc(C)cs2)cc1 | 0 | 9 | -24 | -1 | 18 | -12 | -86* | 1.3 | -35 | -89
COC(=O)CSc1nc2ncccc2[nH]1 | 8 | -7 | -9 | 0 | 20 | -6 | 0 | -1.2 | -11 | 23

Record cards (already shown):
COC(=O)CSc1nc2ncccc2[nH]1 is listed with Platelet DG rel = 8; IEC-6 cytotox = -7; KLF5 inh = -9; HSP90 inh = 0; AI-2 QS modul = 20; SKKanGAS inh = -6; HSF1 inh = 0; HIF act = -1.2; aSyn UTR inh = -11; HSF1 activator = 23
Nc1ccc(C(=O)O)cc1 is listed with Platelet DG rel = 1&-2&1; IEC-6 cytotox = ·; KLF5 inh = ·; HSP90 inh = ·; AI-2 QS modul = 15&32&12; SKKanGAS inh = -3&-1&3; HSF1 inh = -2&1&-3; HIF act = 0.0&0.0&-0.3; aSyn UTR inh = 7&6&3; HSF1 activator = 5&34&-6

(listing goes on)
structure | Platelet DG rel | IEC-6 cytotox | KLF5 inh | HSP90 inh | AI-2 QS modul | SKKanGAS inh | HSF1 inh | HIF act | aSyn UTR inh | HSF1 activator
Cc1nn(C)cc1/C=C/C(=O)c1ccccc1 | 11 | -8 | -201 | 1 | -6 | 6 | 4 | 4.1 | -110 | 25
Cc1cccc(N2CCN(C(=O)C(NS(=O)(=O)c3cccs3)c3ccccc3)CC2)c1C (centres undefined) | -3 | 1 | -14 | 4 | 45 | -13 | 3 | 0.6 | -7 | -3
COC(C(=O)Nc1ccc(S(=O)(=O)Nc2ccc(F)cc2)cc1)c1ccccc1 (centres undefined) | 0 | 3 | -13 | -1 | 35 | -6 | 6 | -0.3 | 8 | 17
Cc1ccc(C(=O)NCCC(=O)N2CCC3(CC2)NCCc2[nH]cnc23)cc1C | -1 | -7 | -18 | -4 | 12 | 0 | -5 | -1.0 | -16 | -4
CCNS(=O)(=O)c1ccc(S(=O)(=O)N(Cc2ccccn2)C2CCCCC2)cc1 | 2 | -5 | 8 | 2 | 10 | -5 | -5 | -0.3 | 5 | -9
Cc1ccccc1CN1CCN(C(=O)c2ccco2)CC1 | 3 | 1 | -77 | -2 | 11 | 7 | 2 | 2.1 | -46 | 7
S=C(NCCCN1CCOCC1)N1CCN(c2nc(-c3ccccc3)cs2)CC1 | -13 | 5 | -10 | 0 | 16 | -8 | -9 | -0.6 | 11 | 0
N#C/C(=C\c1ccc([N+](=O)[O-])cc1)C(=O)Nc1ccccc1O | 22 | 2 | -19 | 0 | 2 | 0 | -2 | 1.8 | -112 | -8
Cc1c(OCC(=O)NCC2CCC(C(=O)O)CC2)ccc2c(-c3ccccc3)cc(=O)oc12 (centres undefined) | 2 | 4 | -19 | 2 | 6 | 24 | -12 | -0.2 | 9 | -19
Brc1cccc(CSc2nnc(-c3ccncc3)o2)c1 | · | -5 | -10 | 1 | -85* | · | · | · | · | ·
C(#CCN1CCCC1)CC(c1ccccc1)c1ccccc1 | -1 | 2 | 6 | 2 | 12 | 1 | -7 | -0.2 | 4 | -6
COc1cccc(C(=O)COC(=O)CCC(=O)c2ccccc2)c1 | -19 | -4 | -41 | -5 | 17 | -6 | -9 | 0.1 | -1 | -6
CCCCn1c(NC(=O)CC)c(C#N)c2nc3ccccc3nc21 | 6 | -2 | -20 | 3 | 13 | 31 | -7 | 0.2 | 2 | 6
Cc1nnc(SCC(=O)N2CCC(c3noc4ccc(F)cc34)CC2)s1 | 6 | -1 | 15 | -4 | 19 | 0 | -30 | 1.2 | 35 | -33
CCN1CCN(C(=O)/C(C#N)=C/c2ccc(OC(F)F)cc2)CC1 | 10 | 3 | -13 | 2 | 7 | -6 | -4 | 0.2 | -37 | -6
CCC1CCCCN1C(=O)CSc1nnc(-c2ccc3c(c2)OCCO3)o1 (centres undefined) | 1 | 4 | -6 | 4 | 1 | -2 | 10 | 0.3 | -2 | -8
Clc1ccc2nc(-c3ccc4c(c3)OCO4)cn2c1 | 7 | 21 | 15 | 24* | 4 | -5 | 7 | -5.0 | 57 | 45
O=C(Nc1cccc(-c2nc3ccccc3s2)c1)c1cc(-n2cnnc2)ccc1Cl | 10 | 16 | -44 | -1 | 3 | 6 | 12 | · | -85 | 21
